Screening data (PubChem BioAssay)
CatB mix inh: inhibitors of human cathepsin B in compound mixtures; P07858; AID 488; inhibition, %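 (ten-compound pools at 5 µM per compound and 50 µM total)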; actives 0.06% (n = 62,000); Purified cathepsin B, AMC dipeptide fluorescence; in the data active = inhibition above about 22%, passing the limit was not always enough;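 also: 0% = enzyme without compound and 100% = no enzyme blank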
CatS inh: inhibitors of human cathepsin S; P25774; inhibition, %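 (tested at 5 µM per compound within 10-compound mixtures)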; AID 501; recombinant cathepsin S, AMC dipeptide fluorescence, pooled mixtures; actives 0.06% (n = 62,000); in the data active = inhibition above about 32%, passing the limit was not always enough;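 also: 0% = enzyme without compound and 100% = blank without enzyme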
C1s block: blocks human complement C1s protease activity. P09871. purified C1s, fluorogenic AMC substrate, pooled mixtures. mean inhibition % of two 10-compound mixtures (active compounds read high), % at 5 µM (by protocol). actives 0.16% (n = 62,000);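 active = inhibition above 20% in each of the two 10-compound mixture wells holding the compound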;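 also: 0% = enzyme wells lacking compound mixture and 100% = no-enzyme blank wells; some compounds called inactive have numbers as strong as hits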
Target sequence (P09871 16-437 limits assumed): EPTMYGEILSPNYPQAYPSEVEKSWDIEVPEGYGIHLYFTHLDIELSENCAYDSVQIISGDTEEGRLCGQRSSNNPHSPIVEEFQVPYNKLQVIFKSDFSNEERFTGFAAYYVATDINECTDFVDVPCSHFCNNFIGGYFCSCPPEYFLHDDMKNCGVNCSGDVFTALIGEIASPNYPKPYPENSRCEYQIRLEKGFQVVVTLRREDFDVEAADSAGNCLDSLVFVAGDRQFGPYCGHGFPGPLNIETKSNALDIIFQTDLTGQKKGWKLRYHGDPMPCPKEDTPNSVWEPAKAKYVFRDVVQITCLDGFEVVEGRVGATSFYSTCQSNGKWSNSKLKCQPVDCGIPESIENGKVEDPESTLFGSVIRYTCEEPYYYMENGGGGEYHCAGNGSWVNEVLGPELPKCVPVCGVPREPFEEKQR
Target sequence (P09871 438-688 limits assumed): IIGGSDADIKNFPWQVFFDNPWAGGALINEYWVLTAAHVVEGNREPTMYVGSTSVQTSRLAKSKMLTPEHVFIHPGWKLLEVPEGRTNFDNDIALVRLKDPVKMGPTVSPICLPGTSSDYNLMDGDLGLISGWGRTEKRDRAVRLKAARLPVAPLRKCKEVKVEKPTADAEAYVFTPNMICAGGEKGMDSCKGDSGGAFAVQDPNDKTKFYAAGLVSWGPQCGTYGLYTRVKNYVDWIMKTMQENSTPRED
FXIIa mix inh: factor XIIa (human) inhibition, mixture screen. P00748. purified FXIIa, fluorogenic substrate, pooled mixtures. inhibition, % at 5 µM. actives 0.2% (n = 62,000);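 also: 0% = enzyme without compound and 100% = no enzyme blank; some results filed as inactive read as strong as hits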
CatL block: blocks human cathepsin L protease activity | AID 460 | actives 0.17% (n = 58,000) | inhibition, %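 (tested at 10 µM)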 | purified cathepsin L, fluorogenic substrate, fluorescence | P07711; in the data active = inhibition above about 45%;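 also: 0% = enzyme with no compound and 100% = no enzyme blank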
Target sequence (P07711 114-288 limits assumed): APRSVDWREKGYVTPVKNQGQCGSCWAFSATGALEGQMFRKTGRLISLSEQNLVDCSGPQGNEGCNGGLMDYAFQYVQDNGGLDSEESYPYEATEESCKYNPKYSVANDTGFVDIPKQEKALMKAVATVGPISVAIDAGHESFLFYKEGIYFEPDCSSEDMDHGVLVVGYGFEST
Target sequence (P07711 292-333 limits assumed): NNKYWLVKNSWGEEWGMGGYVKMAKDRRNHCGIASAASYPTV
FXIa mix inh: inhibitors of human coagulation factor XIa, pooled mixtures; purified FXIa, fluorogenic substrate; P03951; actives 0.19% (n = 62,000); inhibition, % at 5 µM; AID 680;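 also: each value is inhibition by a whole ten-compound pool holding the compound; 0% = enzyme with no mixture and 100% = wells lacking enzyme; strong numbers were not always called active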
CatG inh: cathepsin G (human) inhibition; P08311; inhibition, % at 5 µM (by protocol); AID 581; purified enzyme, AMC-tetrapeptide fluorescence, pooled mixtures; actives 0.2% (n = 62,000);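 active = inhibition above 20% in each of the two mixture wells holding the compound; inactive = inhibition of 20% or less in either well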;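 also: 0% = enzyme control without mixture and 100% = blank lacking enzyme; strong numbers were not always called active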
AP ELISA ortho: alternative pathway complement inhibition, orthogonal assay; actives 0.08% (n = 62,000); inhibition, % at 5 µM; Human serum alternative complement pathway, LPS-coated ELISA, C3 deposition; tested in compound mixtures; AID 1235;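 active = inhibition above 30% in each of the two pooled mixtures holding the compound, so the lower value exceeds 30%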;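 also: 0% = serum in Mg-EGTA without compound and 100% = EDTA serum blank; some compounds past the cut are filed as inactive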
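Test system: human serum alternative complement pathway, C3 deposition on LPS-coated wells; also added: Plate-bound LPS; doses: 5 µM per compound in ten-compound mixtures; schedule: 1 h at 37 °C; detection: Anti-C3 ELISA, OD 450 nm; evaluation: percent inhibition of C3 deposition onto LPS; repeats: two pool placements per compound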
CatB inh: inhibitors of human cathepsin B; purified cathepsin B, fluorogenic substrate, fluorescence; AID 453; inhibition, %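 (tested at 10 µM)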; P07858; actives 0.1% (n = 63,000); in the data active = inhibition above about 21%;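 also: 0% = enzyme with no compound and 100% = no enzyme blank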
Active calls of the source: *; / = no result given. Rule as the data show it, unless noted: active = inhibition above about 20% (passing the limit was not always enough); inactive = the rest. The list is partial (hit frequency here may not be typical).

SMILES | CatB mix inh | CatS inh | C1s block | FXIIa mix inh | CatL block | FXIa mix inh | CatG inh | AP ELISA ortho | CatB inh
O=C(CNC(=O)Cn1cnc2sc3c(c2c1=O)CCCC3)NCc1ccccn1 | 7.4 | 1.4 | 18.0 | -4.1 | -1.7 | 6.4 | 12.5 | 12.4 | 0.0
COC(=O)CCN(C1CCCCC1)S(=O)(=O)c1ccc(S(=O)(=O)N2CCCCC2)cc1 | 0.4 | -7.8 | 3.9 | 2.2 | 2.4 | 9.4 | 7.2 | 19.8 | 2.3
CC(C)c1nnc(NC(=O)CN2C(=O)c3ccccc3C2=O)s1 | 5.8 | 12.1 | 14.7 | 8.8 | / | 6.0 | 10.0 | 4.7 | 2.3
Cc1ccc(NC(=O)COc2ccc(/C(N)=N/O)cc2)cc1C | 2.9 | 4.5 | -28.8 | -16.1 | 19.6 | 6.0 | -0.7 | 13.7 | -6.7
O=C(O)CCC(=O)Nc1ccccc1N1CCOCC1 | 29.9 | 44.6 | 4.5 | 3.4 | 4.4 | 2.0 | 4.7 | 18.5 | 1.2
COC(=O)COc1ccc(S(=O)(=O)N2CCN(c3ccccc3F)CC2)cc1C | -4.3 | 5.8 | -2.1 | -18.3 | 28.1 | -4.6 | 0.4 | -0.8 | -2.1
Cc1cc(NC(=O)CSc2ccc(-c3nc4cc(C)c(C)cc4[nH]3)cn2)no1 | -3.8 | -6.0 | -9.8 | 5.8 | -25.1 | 2.4 | -4.8 | 15.0 | -0.5
O=C(CN1CCCCCC1=O)OCc1ncc(-c2ccccc2)o1 | -3.1 | -18.5 | -196.1 | 1.4 | 7.8 | -28.3 | -8.5 | 13.4 | 7.2
Nc1n[nH]c(-c2ccccc2)c1-c1ccccc1 | -3.2 | -6.2 | -29.8 | 11.3 | -1.2 | 9.7 | -3.6 | 4.0 | -0.5
CCOC(=O)C1(CCSC)NC(c2ccco2)C2C(=O)N(C)C(=O)C21 (centres undefined) | 0.8 | 5.2 | -26.1 | 13.5 | 18.4 | -7.2 | -4.4 | 1.3 | 6.0
CC(=O)N1CCN(c2cccc(C)c2C)CC1 | 1.2 | -11.0 | 6.8 | 10.1 | -4.1 | 6.8 | 6.6 | 15.9 | -1.4
O=C(CN(CC1CCCO1)C(=O)CNS(=O)(=O)c1ccccc1)NCc1ccccc1 (centres undefined) | 1.9 | 18.5 | -30.0 | 2.7 | 14.4 | 8.1 | 0.9 | -11.4 | 6.2
CCOC(=O)c1ccc(NS(=O)(=O)c2ccc3c(c2)CCCN3C(C)=O)cc1 | -3.8 | 10.0 | -23.0 | 3.7 | 18.0 | 0.4 | 0.7 | 13.9 | -0.7
Cc1ccc2nc(NC(=O)c3cccs3)sc2c1 | 3.8 | 7.7 | 2.9 | 5.8 | 7.2 | 1.4 | -0.2 | 11.3 | -0.2
O=C(NCCn1cc(SCC(=O)N2CCOCC2)c2ccccc21)c1ccccc1 | -1.7 | -2.1 | -12.0 | 0.1 | 2.8 | 4.6 | -10.5 | -6.1 | 2.4
O=C(NCCO)c1ccc(-c2nnc(N3CCOCC3)c3ccccc23)cc1 | -3.8 | 4.9 | -24.1 | -0.7 | 5.5 | -10.2 | -1.7 | -4.8 | 1.8
Cc1c(NC(=O)c2cc(=O)[nH]c(=O)[nH]2)c(=O)n(-c2ccccc2)n1C | 1.4 | 7.6 | 0.0 | 14.3 | 10.5 | 3.6 | 10.0 | 2.3 | 4.6
O=C(Nc1ccc2c(c1)oc1ccc(S(=O)(=O)N3CCCC3)cc12)C1CC1 | -0.6 | -5.9 | 3.4 | 10.1 | 0.4 | -1.3 | 5.6 | 23.8 | 2.5
Cc1cccc(-c2noc(CCc3ccccc3)n2)c1 | 1.9 | 4.2 | 14.3 | 2.1 | 5.8 | 4.3 | 8.8 | 12.8 | 1.3
COc1cc(C(=O)N2CCN(C(=O)C3CC3)CC2)cc(OC)c1OC | 4.7 | 8.4 | 12.9 | 3.5 | 7.4 | 7.1 | 14.7 | -2.5 | 6.2
[O-][n+]1onc2c1C(N1CCOCC1)CCC2N1CCOCC1 (centres undefined) | 3.7 | 8.6 | -32.3 | 7.0 | -4.4 | 8.8 | 5.8 | 3.2 | 2.0
COc1cc(NC(=O)c2cc(-c3cccc(O)c3)on2)cc(OC)c1OC | 5.4 | -2.0 | 10.9 | 3.1 | 10.8 | 6.5 | 10.0 | 14.3 | 3.8
Cc1nnc(NC(=O)CSc2nnc(Cc3cccn3C)n2CCc2ccccc2)s1 | 0.7 | -6.0 | 15.1 | 5.5 | 3.3 | 4.6 | 37.9 | 10.8 | 1.6
CCOc1ccc(C2CC(=O)NC3=C2C(=O)CCC3)cc1Cl (centres undefined) | 54.6 | 63.0 | 10.5 | 6.4 | 7.9 | 8.3 | 6.8 | 6.5 | -2.6
Cc1ccc(CNC(=O)Nc2ccccc2)cc1 | -2.7 | 6.2 | -0.4 | 1.6 | 8.8 | 4.3 | 8.2 | 8.1 | 3.2
O=C(NC1CCCC1)C1CCN(S(=O)(=O)N2CCCCC2)CC1 | 5.5 | -3.0 | -42.2 | 9.5 | -6.8 | 39.4 | 14.9 | 27.0 | 7.1
CC(=O)Nc1nnc(S(N)(=O)=O)s1 | 3.9 | 20.3 | -19.6 | -2.1 | -6.3 | 4.2 | -7.3 | -22.5 | 2.1
CC(=O)N1CCc2cc(S(=O)(=O)NCCC3=CCCCC3)ccc21 | 1.5 | 0.1 | 14.3 | 6.8 | 4.5 | 5.9 | -7.9 | 8.1 | 5.1
CCCCn1nnnc1SCC(=O)Nc1ccc(F)cc1 | -3.4 | 7.2 | 0.6 | 13.0 | 1.3 | 23.4 | 2.7 | 12.1 | 1.1
COc1ccccc1CNC(=O)COC(=O)c1ccc(NC(N)=O)cc1 | 2.9 | -1.6 | 0.0 | 5.9 | 0.1 | 6.2 | -1.5 | 7.0 | 0.2
CCOC(=O)CN1C(=O)C(O)(CC(=O)c2cccc(OC)c2)c2ccccc21 (centres undefined) | 2.7 | -0.3 | -3.2 | -18.3 | -9.1 | -0.7 | -4.4 | -3.1 | 0.8
O=c1c2ccccc2c2ccccc2c(=O)n1Cc1cccnc1 | 1.0 | 5.2 | -0.7 | 2.9 | 9.4 | -1.8 | 5.7 | 6.9 | -0.7
COC(CCN(C)C)(c1ccccc1)c1ccccc1 | 6.9 | -4.4 | 1.4 | -13.1 | -9.7 | 9.5 | -0.9 | 11.3 | -4.2
N#CC[n+]1cc(-c2ccc(Cl)cc2)n2c1CCC2 | 1.5 | 5.0 | 9.5 | 3.8 | 0.6 | -2.9 | 8.0 | -1.9 | -3.4
COC(=O)c1ccc(Oc2nc(Nc3ccccc3)nc(N(C)C)n2)cc1 | -1.3 | 1.1 | 15.0 | 5.1 | 7.8 | 2.9 | 10.3 | 1.1 | 5.2
CCOC(=O)N1CCN(C(=O)COc2ccc3c(c2)C(=O)CC2(CCN(C(C)=O)CC2)O3)CC1 | 1.4 | -11.7 | -36.8 | 8.2 | -81.1 | 1.1 | 3.2 | 14.6 | -2.6
COc1ccc(CCNC(=O)CCNS(=O)(=O)c2ccc3c(c2)CCN3C(C)=O)cc1OC | 2.2 | -4.5 | 14.5 | 13.3 | 9.1 | 7.8 | 6.4 | 21.3 | 4.2
COCCn1cnc2c(c1=O)c1nc3ccccc3nc1n2/N=C/c1cccc(OC)c1OC | 8.4 | 22.6 | -1.8 | 2.2 | 15.2 | 0.4 | 4.5 | 2.7 | 1.9
CNC(=O)Oc1ccc2c(c1)[C@]1(C)CCN(C)[C@@H]1N2C | 1.3 | -10.0 | -10.4 | 13.0 | 17.6 | 5.6 | 4.2 | 22.2 | 7.6
CCN1C(=O)/C(=C2\SC(=S)N(CC3CCCO3)C2=O)c2ccccc21 (centres undefined) | 4.6 | 4.4 | 7.3 | 1.2 | / | 2.3 | 8.8 | 14.3 | 2.8

Some entries already given, reduced to CatL block and CatS inh:
| Molecule | CatL block | CatS inh |
| --- | --- | --- |
| CCOC(=O)CN1C(=O)C(O)(CC(=O)c2cccc(OC)c2)c2ccccc21 (centres undefined) | -9.1 | -0.3 |
| O=c1c2ccccc2c2ccccc2c(=O)n1Cc1cccnc1 | 9.4 | 5.2 |

New compounds follow:
SMILES | CatB mix inh | CatS inh | C1s block | FXIIa mix inh | CatL block | FXIa mix inh | CatG inh | AP ELISA ortho | CatB inh
CC(=O)Cc1nsc(NC(=O)c2csc3c2CCCC3)n1 | 4.7 | -0.6 | 16.0 | -19.0 | 0.3 | 8.4 | 10.9 | 13.8 | 4.1
CCOC(=O)c1cnn(CCOC(=O)C2CC2)c1NC(=O)C1CC1 | 0.0 | 19.1 | -21.3 | 3.3 | 4.0 | 0.9 | -0.2 | 4.3 | 1.8
CCNC(=O)c1c(O)c2ccccc2[nH]c1=O | -0.8 | 12.6 | 44.6 | -2.2 | 16.7 | 5.3 | 2.6 | -1.9 | 5.8
Cc1ccc(N2CC(C(=O)NCc3ccc4c(c3)OCO4)CC2=O)cc1C (centres undefined) | 0.7 | 4.4 | 11.3 | 9.3 | 12.0 | 2.9 | 9.3 | -5.2 | 4.5
Cc1nonc1NC(=O)CSc1nnc(-c2ccoc2C)n1C | -6.1 | -16.0 | -117.6 | -2.9 | / | -9.4 | -2.4 | 8.8 | 3.6
Cc1nnc(NCCN2CCOCC2)[nH]c1=O | 3.5 | -2.3 | 13.8 | 11.6 | 7.4 | 5.6 | 10.7 | 6.4 | 5.3
O=C(c1cnn(-c2ccccc2)c1-n1cccc1)N1CCN(C2CCCCC2)CC1 | 0.3 | -9.4 | -77.1 | 9.0 | -5.7 | -15.1 | -8.7 | 25.2 | 3.9
O=C(NC1CCCC1)c1cnn2c(C(F)(F)F)cc(-c3ccco3)nc12 | 2.7 | -8.5 | 10.3 | -1.6 | / | 4.0 | 14.9 | 7.3 | 3.6
COc1ccccc1CC(=O)Nc1ccc(O)cc1C(=O)O | -5.2 | 9.6 | 2.0 | 2.9 | 2.8 | 0.4 | 9.7 | -3.2 | 3.3
Cn1c(=O)c2c(nc(NCCCN3CCOCC3)n2Cc2ccc(Cl)c(Cl)c2)n(C)c1=O | 3.3 | -2.8 | -3.0 | 1.5 | 8.6 | 6.4 | 3.6 | 19.1 | 2.1
CCCn1nnnc1SCC(=O)NCc1ccc(OC)cc1 | 0.5 | -2.2 | 9.3 | -17.3 | 5.0 | 7.8 | 10.0 | 2.1 | 3.1
COC(=O)CCC(=O)c1oc2ccccc2c1NC(=O)CCCN1C(=O)c2ccccc2C1=O | 5.8 | 7.6 | 8.5 | -9.5 | -8.8 | 3.7 | 2.8 | 17.3 | -7.1
O=C(Nc1nccs1)c1cnccn1 | -3.1 | -7.4 | -2.8 | 0.6 | -2.8 | 5.7 | -3.8 | 20.7 | -2.6
COc1ccc(N2C(=O)c3cccc4cccc(c34)C2=O)nn1 | 7.4 | 7.9 | 1.4 | 0.9 | -19.9 | 9.8 | 2.1 | 13.0 | -0.3
O=C1CCCC/C1=C/Nc1ccc2c(c1)OCO2 | 1.5 | -4.5 | -7.6 | -18.9 | 0.9 | 4.7 | -6.2 | -23.6 | -0.5
COc1ccc(NC(=O)c2cc(-c3cc(C)cc(C)c3O)n[nH]2)cc1Cl | 1.1 | 10.7 | 5.5 | -12.1 | 19.5 | -0.5 | -4.1 | -0.6 | 2.4
CCC(C)(C)n1nnnc1C(c1cc(OC)c(OC)c(OC)c1)N1CCN(c2ccccc2)CC1 (centres undefined) | 2.2 | 4.9 | -0.5 | 0.5 | -3.2 | 2.6 | 7.4 | 28.6 | 0.2
